High-throughput results (PubChem BioAssay)
ARNT-TACC3 inh: disruptors of human ARNT/TACC3 interaction | inhibition, % at 9.99 µM | actives 0.66% (n = 390,000) | AlphaScreen His-ARNT PAS-B/GST-TACC3 binding, luminescence; TACC3 fragment carries E629A point mutation | AID 623870;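 active means mean inhibition of replicates at least 50% and at least half of replicates each reaching 50%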;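 further: 0% = complete ARNT plus TACC3 wells and 100% = ARNT alone without TACC3; many hits fall short of the cut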
RAD54 branch: RAD54 (human) branch migration inhibition; Q92698; RAD54 Holliday junction branch migration, FAM/BHQ fluorescence; inhibition, % at 10.4 µM; actives 0.14% (n = 360,000);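 active means mean normalized replicate activity at least 40 and at least half of replicates scoring 40 or more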;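 further: 0% = median of neutral control wells and 100% = median of positive control wells; inhibitors cause a drop in the FAM fluorescence signal; in these data hits start at about 50%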
Target sequence (Q92698 whole entry, looked up): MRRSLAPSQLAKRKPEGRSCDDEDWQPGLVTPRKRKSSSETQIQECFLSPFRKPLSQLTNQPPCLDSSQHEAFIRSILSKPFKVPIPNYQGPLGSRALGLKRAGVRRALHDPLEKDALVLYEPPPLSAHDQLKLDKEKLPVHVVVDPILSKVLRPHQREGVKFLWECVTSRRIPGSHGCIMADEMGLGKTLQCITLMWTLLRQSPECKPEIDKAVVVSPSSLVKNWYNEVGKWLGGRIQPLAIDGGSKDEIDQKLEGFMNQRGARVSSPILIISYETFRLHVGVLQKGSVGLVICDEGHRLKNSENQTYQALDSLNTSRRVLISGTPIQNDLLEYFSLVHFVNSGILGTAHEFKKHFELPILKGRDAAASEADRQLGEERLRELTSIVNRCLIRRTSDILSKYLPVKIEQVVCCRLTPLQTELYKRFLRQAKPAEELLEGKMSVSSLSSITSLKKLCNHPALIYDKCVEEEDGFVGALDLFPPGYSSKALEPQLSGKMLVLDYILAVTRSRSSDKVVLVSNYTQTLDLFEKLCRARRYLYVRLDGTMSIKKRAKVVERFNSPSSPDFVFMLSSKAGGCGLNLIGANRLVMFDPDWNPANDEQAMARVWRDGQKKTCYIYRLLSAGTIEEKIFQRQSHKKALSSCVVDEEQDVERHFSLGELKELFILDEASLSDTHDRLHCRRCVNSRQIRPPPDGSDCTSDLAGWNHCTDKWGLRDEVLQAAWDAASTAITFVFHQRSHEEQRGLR
INS-1E GSIS act: GLuc luminescence reporter in INS-1E cells, primary screen for activators of glucose-dependent secretion of insulin; INS-1E GLuc reporter insulin secretion, 2-3 h; activation, % at 16.6 µM; actives 0.61% (n = 370,000);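 active means lowest replicate activation of at least 40%, so every replicate reaches that level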;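 further: 0% = median of neutral control wells and 100% = median of IBMX positive control wells; some compounds called inactive have numbers as strong as hits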
esBAF inh: inhibitors of esBAF chromatin remodeling in mouse ES cells; actives 2% (n = 350,000); reporter increase, % at 12.5 µM; Bmi1-luciferase knock-in reporter, 24 h; 100% = twice the neutral-well signal; in the data active means activation above about 40%;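 further: 0% = median of the plate's neutral control wells and 100% = double that signal; a rise in the Bmi1 reporter signal indicates esBAF inhibition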
F508del corr: CFTR F508del correction in bronchial cells; activity (quench increase), % at 7.58 µM; CFBE cells, YFP halide quenching; stimulated with forskolin plus potentiator P3; % fluorescence drop versus neutral controls; actives 0.36% (n = 350,000);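 active means mean added fluorescence quench of at least 8% versus neutral control, with both replicates also reaching 8%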;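 further: cells transiently co-express mutant CFTR-F508del with the halide-sensitive YFP; corrector assay measuring rescue of mutant channel to the surface after 24 h compound exposure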
ERAP1 HTS inh: blocks human ERAP1 aminopeptidase activity | recombinant ERAP1, Leu-AMC fluorescence, 60 min | inhibition, % at 10.7 µM | actives 0.15% (n = 340,000);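 active means mean replicate inhibition of at least 30%, or all replicates individually reaching that 30% level; inactive means mean below 30% and not every replicate reaching it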;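 further: 0% = neutral control wells and 100% = L-leucinethiol positive control wells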
Xi reactivation: X-chromosome reactivation activator; actives 0.055% (n = 360,000); XiGFP mouse fibroblasts, % GFP-positive cells imaging, 3 d; cells co-treated with 5-aza-dC sensitizer; scaled so ellipticine positive control = 100%; activation, % at 7.58 µM; AID 743238;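 active means mean normalized replicate activation at least 10% and every replicate at or above 10%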;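 further: 0% = median of on-plate neutral control wells and 100% = ellipticine 6 µM median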
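Assay system: SV40-immortalized XiGFP fibroblast cells, line 68-5-11; buffer or medium: DMEM plus 5-aza-dC sensitizer; compound: one concentration, pinned; timing: compounds 3 days, fix/stain 15 min at room temperature; benchmarks: positive control ellipticine, 6 µM final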
RAD52 inh: blocks human RAD52 DNA annealing; recombinant RAD52 DNA annealing, FRET fluorescence; inhibition, % at 18.7 µM; actives 0.46% (n = 360,000); AID 651710;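 active means every replicate showing at least 50% inhibition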
An asterisk follows results filed as active; . = no result given; & = joins results of further samples.

1	CC1CCC(NC(=O)CN(C)S(=O)(=O)c2cccc3cccnc23)CC1 (centres undefined)
2	Cc1ccc(NC2CCCN(C(=O)c3ccnc(Cl)c3)C2)cc1C (centres undefined)
3	COC(=O)[C@@H](NC(=O)NCc1ccccc1F)C(C)C
4	CC(C)NC1(C(N)=O)CCN(Cc2ccccc2)CC1
5	Cc1ccccc1NC(=O)c1sc(NC(=O)C2CC2)nc1C
6	CN(C)c1ccc2c(c1)[C@@H]1C[C@@H](CC(=O)N3CCOCC3)O[C@@H](CO)[C@@H]1O2

Assay by compound	1	2	3	4	5	6
ARNT-TACC3 inh	3	4	13	-4	9	70*
RAD54 branch	.	-5	-4	-7	-16	-16
INS-1E GSIS act	11	1	7	-5	2	2
esBAF inh	.	-1	4	-1	10	-5
F508del corr	1.5	0.5	.	-0.7	-0.1	0.4
ERAP1 HTS inh	.	2	-1	-3	1	-5
Xi reactivation	0.9	0.0	.	0.2	-0.1	0.1
RAD52 inh	-17	-2	-2	-17	-22	-70

Brought forward from above: 3 entries, followed by the next part.
4	CC(C)NC1(C(N)=O)CCN(Cc2ccccc2)CC1
5	Cc1ccccc1NC(=O)c1sc(NC(=O)C2CC2)nc1C
6	CN(C)c1ccc2c(c1)[C@@H]1C[C@@H](CC(=O)N3CCOCC3)O[C@@H](CO)[C@@H]1O2
7	CCOC(=O)Nc1cccc(NC(=O)c2cc(OC)cc(OC)c2)c1
8	Oc1cccnc1CCc1ccccc1
9	COc1ccc(N2CCN(S(=O)(=O)CCNC(=O)C3CCCCC3)CC2)cc1
10	COc1ccc(F)cc1S(=O)(=O)Nc1ccc(C)cc1
11	CS(=O)(=O)c1ccc(NC(=O)CCN2C(=O)C3CC=CCC3C2=O)cc1 (centres undefined)
12	Cc1cccc(NC(=O)COc2ccc(-c3nn(C)c(=O)c4ccccc34)cc2)c1

Assay by compound	4	5	6	7	8	9	10	11	12
ARNT-TACC3 inh	-4	9	70*	-2	-7	2	19	2	5
RAD54 branch	-7	-16	-16	9	.	-4	6	1	-2
INS-1E GSIS act	-5	2	2	-29	11	-13	-7	2	3
esBAF inh	-1	10	-5	4	.	0	1	-10	2
F508del corr	-0.7	-0.1	0.4	.	.	0.3	.	3.4	0.3
ERAP1 HTS inh	-3	1	-5	.	3	-3	.	16	2
Xi reactivation	0.2	-0.1	0.1	.	0.1	0.0	.	0.0	0.4
RAD52 inh	-17	-22	-70	.	-14	-4	.	-13	-9

13	Cc1cc(NC(=O)c2ccc(C#N)cc2)n(-c2ccccn2)n1
14	COc1ccc(NC(=O)COC(C)=O)cc1OC
15	CCCC(=O)N(CCN1CCOCC1)c1nc2c(OC)ccc(C)c2s1
16	COc1cc(N)n(S(=O)(=O)c2ccc(C)cc2)n1
17	O=C(CN1CCN(c2cccc(C(F)(F)F)c2)CC1)N(C1CC1)C1CCS(=O)(=O)C1 (centres undefined)
18	O=C(O)COc1ccc(NC(=O)c2ccc(NC(=O)c3ccco3)cc2)cc1

Assay by compound	13	14	15	16	17	18
ARNT-TACC3 inh	1	-9	1	0	-4	5
RAD54 branch	.	.	-13	-2	-10	0
INS-1E GSIS act	12	4	-4	-2	11	6
esBAF inh	.	.	10	0	-1	-5
F508del corr	6.1	-2.8	-0.6	2.6	-1.3	0.1
ERAP1 HTS inh	-4	1	-4	1	-4	-10
Xi reactivation	-0.2	-0.1	0.0	0.0	0.8	-0.1
RAD52 inh	-22	-17	0	-3	-8	-3

19	CC1(Cc2ccccc2Cl)C(=O)Nc2ccc(OC(F)(F)F)cc21 (centres undefined)
20	COc1ccc(N2C(=NC(=O)C3CCCCC3)SC3CS(=O)(=O)CC32)c(OC)c1 (centres undefined)
21	COc1ccc(S(=O)(=O)N(C)C[C@@H]2Oc3ccc(NS(C)(=O)=O)cc3CC(=O)N([C@@H](C)CO)C[C@H]2C)cc1
22	CCC(=O)N1CC2(CN(Cc3ccc(Cl)cc3)C2)c2c(n(C)c3cc(OC)ccc23)[C@@H]1CO
23	CCOc1ccccc1Oc1c(C)oc2cc(OC(=O)N3CCOCC3)ccc2c1=O
24	C=CCNC(=O)N1CCC(c2nc3ccccc3s2)CC1

Assay by compound	19	20	21	22	23	24
ARNT-TACC3 inh	.	1	16	.	-6	1
RAD54 branch	-7	5	-2	.	5	0
INS-1E GSIS act	14	5	20	-5	1	28
esBAF inh	-3	0	-6	.	2	9
F508del corr	-3.4	0.2	-2.3	2.6	-1.3	-2.8
ERAP1 HTS inh	0	0	0	-4	0	2
Xi reactivation	0.1	0.0	-1.3	0.3	0.2	-0.1
RAD52 inh	6	-8	-6	-1	-64	-4

(further entries)
Every second line gives: ARNT-TACC3 inh, RAD54 branch, INS-1E GSIS act, esBAF inh, F508del corr, ERAP1 HTS inh, Xi reactivation, RAD52 inh
25	COC(=O)C1=C[C@@H](C(=O)OC)[C@@H]2C3=C(C(=O)[C@]2(CC(C)C)NC(=O)c2ccccc2)[C@H](C)n2c(=O)n(-c4ccccc4)c(=O)n2[C@@H]3C1
    ., -4, ., -3, -1.3, -3, -0.1, 0
26	Cc1cc(C)c(S(=O)(=O)NCCc2cc3ccc(C)c(C)c3[nH]c2=O)c(C)c1
    -9, -8, 12, 0, -2.0, -4, 0.0, 4
27	O=C(C[C@@H]1CC[C@H]2[C@@H](COC[C@H](O)CN2C(=O)Nc2cc(Cl)cc(Cl)c2)O1)NCC1CCCCC1
    10, -3, -13, -7, -3.0, -1, 0.2, 0
28	COc1cccc(S(=O)(=O)N[C@@H]2CC[C@@H](CC(=O)NCc3ccc(Cl)cc3)O[C@@H]2CO)c1
    -1, -10, -10, -10, 3.5, 2, -0.3, -11
29	O=C(COC(=O)C1CC1)NCc1ccc(Cl)cc1Cl
    -5, -1, -3, 3, 0.6, 2, -0.1, -22
30	C[C@@H]1CN([C@@H](C)CO)C(=O)c2cccc(NC(=O)c3nc4ccccc4s3)c2O[C@@H]1CN(C)Cc1ccccc1
    33, -2, 1, 11, 3.0, 2, -0.5, 10
31	C[C@H]1CN([C@@H](C)CO)C(=O)c2cc(/C=C/c3ccccc3)cnc2O[C@@H]1CN(C)C(=O)c1cnccn1
    -3, -12, 15, 3, -5.8, -1, -0.7, -10
32	CSCCC(NC(=O)c1ccc(Cl)cc1)C(=O)OCC(=O)Nc1ccc(C#N)cc1 (centres undefined)
    -1, ., -14, ., ., 12, -0.1, -7
33	COc1cccc(C(=O)Nc2ccc3c(c2)C(=O)N(C)C[C@@H](OC)[C@H](C)CN(C(=O)C2CCCC2)[C@@H](C)CO3)c1
    -41, -16, -12, -2, 0.5, 1, 0.5, 8
34	CC1(C(=O)Nc2cnc3ccccc3c2)CCN1CCc1ccccc1 (centres undefined)
    ., -8, -31, 4, 5.2, 1, -0.2, -19
35	CN1C(=O)[C@H]2[C@@H](C3CC3)N3C(=O)CN(Cc4ccccn4)C(=O)[C@@]3(Cc3ccccc3)[C@H]2C1=O
    -2, -15, -6, -4, 1.3, -1, 0.1, -11
36	Cc1ccccc1-c1cnc2c(c1)C(=O)N([C@@H](C)CO)C[C@@H](C)[C@H](CN(C)C(=O)CC1CC1)O2
    ., ., -10, -1, -0.4, ., -0.9, .
37	COc1ccc(CNC(=O)CCC(=O)N2CC(C)Oc3ccccc32)cc1 (centres undefined)
    -6, -3, -7, -4, -1.0, 2, 0.2, 2
38	CCC1CCCCN1CCCNC(=O)c1ccc2c(c1)NC(=O)CN2C (centres undefined)
    0, -8, 23, -1, 1.4, 2, 0.0, -8
39	CC[C@H](CO)NCCN[C@H](CC)CO
    1&-7, -2&-23, 7, 5&3, 2.1, -1, 0.3, -4
40	O=C(c1ccc(F)cc1)N1CCN(c2ccccn2)CC1
    -8, 0, 2, -4, 0.8, -2, 0.0, 1
41	O=C(Nc1ccc(Br)cc1Br)C1CC(=O)N(Cc2ccccc2)C1 (centres undefined)
    -39, 6, -12, ., 5.2, 5, 0.0, -17
42	CCC(C)N(C(=O)Cn1nc(C)c([N+](=O)[O-])c1C)C1CCS(=O)(=O)C1 (centres undefined)
    -5, ., 27, ., -1.9, -2, -0.1, 6
43	COCC(=O)N1CC(=O)N2[C@H](CO)[C@H](c3ccc(C#CC(C)C)cc3)[C@H]2C1
    ., ., -10, ., -1.0, 1, 0.3, -20
44	C[C@H](CO)N1C[C@H](C)[C@H](CN(C)Cc2cccc(O)c2)OCc2ccccc2-c2c(n(C)c3ccccc23)C1=O
    ., -1, 1, 0, -0.2&-2.1, 1&0, 0.1&-0.1, -17&13
45	O=C(COc1ccccc1)Nc1nonc1NC(=O)COc1ccccc1
    -2, 3, 12, -4, ., -1, ., -13
46	O=C(c1ccc(N2CCC3(CC2)OCCO3)c([N+](=O)[O-])c1)N1CCOCC1
    -2, -3, 9, 11, -2.3, 5, 0.0, -3
47	Cc1cn2c(nc1=O)OC1CC2OC1CO (centres undefined)
    0, -10, -7, -8, 0.3, -5, 0.6, -7
48	CC1(C)CC(=O)c2cnc(N3CCc4ccccc4C3)nc2C1
    -1, 4, 1, 69*, 2.0, -3, ., 1
49	COC(=O)C[C@H]1CC[C@H]2[C@@H](COc3ccc(NC(=O)Nc4ccc(C#N)cc4)cc3C(=O)N2C)O1
    ., ., -5, ., -0.4, -7, -0.1, 1
50	COc1ccc(S(=O)(=O)Nc2ccc3c(c2)CC(=O)N([C@H](C)CO)C[C@H](C)[C@@H](CN(C)C(=O)Nc2cccc4ccccc24)O3)cc1
    -3, -8, -5, 2, -1.0, 0, 0.2, -3
51	C[C@@H](NC(=O)[C@@H]1[C@@H](CO)[C@@H]2Cn3c(cccc3=O)[C@@H]2N1CC1CCCCC1)c1ccccc1
    ., ., 12, ., 0.0, 0, 0.1, -10
52	C[C@@H]1CCCCO[C@@H](CN(C)C(=O)Nc2ccccc2)[C@H](C)CN([C@@H](C)CO)C(=O)c2cc(NC(=O)Nc3ccccc3)ccc2O1
    -2, -1, 0, 16, 0.0, 1, 0.1, 3
53	C/C=C/c1ccc([C@@H]2[C@@H](CO)N(c3ncc(CC)s3)[C@H]2C#N)cc1
    0, 3, -17, 14, -0.7, 2, 0.1, -8

Compounds from the list above with a nitro group on carbon, in the order listed:
Every second line gives: ARNT-TACC3 inh, RAD54 branch, INS-1E GSIS act, esBAF inh, F508del corr, ERAP1 HTS inh, Xi reactivation, RAD52 inh
42	CCC(C)N(C(=O)Cn1nc(C)c([N+](=O)[O-])c1C)C1CCS(=O)(=O)C1 (centres undefined)
    -5, ., 27, ., -1.9, -2, -0.1, 6
46	O=C(c1ccc(N2CCC3(CC2)OCCO3)c([N+](=O)[O-])c1)N1CCOCC1
    -2, -3, 9, 11, -2.3, 5, 0.0, -3
